# Assay outcomes deposited in PubChem BioAssay by National Center for Advancing Translational Sciences (NCATS).
# D1 potentiator – Potentiators of Human D1 Dopamine Receptor: qHTS; D(1A) dopamine receptor (Homo sapiens), P21728; HEK293 TREx D1 cells, calcium flux, dopamine EC20 potentiation; potentiation, % at 10 µM; 360,000 compounds, 0.036% hits; in the data active means potentiation above about 30%; further: 0% is about no effect
# D2 potentiator – HTS Assay for Positive Allosteric Modulators of the Human D2 Dopamine Receptor: Primary Screen for Potentiators; D(2) dopamine receptor (Homo sapiens), P14416; HEK293 T-REx D2, calcium flux, EC20 dopamine potentiation; potentiation, % at 10 µM; 340,000 compounds, 0.34% hits;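 active means potentiation over 3 SD above the plate norm, cut at about 30% in these data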; further: 0% is about no effect
#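 Tetracycline-induced Hek293 Trex D2 cells, force-coupled to calcium, loaded with no-wash calcium dye. Compound added with 180 s kinetic read for agonism, then EC20 dopamine and a further 180 s read for potentiation.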
# D1 antagonist – Antagonist of Human D 1 Dopamine Receptor: qHTS | HEK293 TREx D1 cells, calcium flux, dopamine EC80; active compounds read low | activity change, negative = inhibition, % at 10 µM | 360,000 compounds, 3.2% hits; in the data active means activity change below about -30%; further: on the % scale 0 is the no-effect control and ±100 the full control effect
#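 Antagonism measured as reduced calcium response to an EC80 dopamine addition following 180 s compound pre-read; cells were inducible HEK293 Trex D1 plated overnight at 30 C, read kinetically at 1 cycle/sec.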
# Glioma ERSR ind – qHTS for Inducers of the Endoplasmic Reticulum Stress Response (ERSR) in Human Glioma: qHTS; U87-MG GRP78 promoter luciferase reporter, 16 h; Potency, µM, for the others: top-dose activation, actives largely listed as activators; 420,000 compounds, 0.02% hits; AID 602332, 2012; further: potency means the concentration at half of the fitted maximal effect; series mostly up to about 76 µM; % of control where 0% means no effect; nearly all actives have a fitted effect of over 35% in size
#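 ERSR induction read as luciferase luminescence (Bright-Glo, 10 min at room temperature) in stably transfected human U87-MG glioma cells exposed to compounds for 16 h, using GRP78 as sensor.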
# LDHA inh – qHTS assay for inhibitors of human lactate dehydrogenase; 480,000 compounds, 0.15% hits; activity change, % (values are at about 110 or 230 µM); AID 1347041, 2019; purified LDHA, NADH/diaphorase-resazurin fluorescence; active compounds read low; L-lactate dehydrogenase A chain (Homo sapiens), P00338; in the data active means activity change below about -30%; inconclusive means mostly about -25% to -30%;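 further: plate controls were DMSO wells for no effect and wells without enzyme for full effect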
#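 Human LDH5 at 2 nM final in Tris HCl pH 7.4 with 0.06 mM NADH and 0.2 mM pyruvate, reacted 5 minutes at room temperature. Remaining NADH coupled via diaphorase/resazurin; resorufin fluorescence read at 0 and 20 minutes, normalized to enzyme-free and DMSO wells.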
# Vif-A3F inh – qHTS for Inhibitors of Vif-A3F Interactions: qHTS; HeLa A3F-eYFP + Vif (tagged APOBEC3F with the HIV-1 protein that degrades it), YFP fluorescence increase; Potency, µM (highest dose often 46.1 µM), for the others: top-dose activity, negative = active; 390,000 compounds, 0.2% hits; further: potency means the concentration at half of the fitted maximal effect; % of control where 0% means no effect; nearly all actives have a fitted effect of over 65% in size
#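 HeLa cells stably expressing Vif plus C-terminally eYFP-tagged A3F were seeded, incubated overnight at 37 deg C, dosed with compound, incubated overnight again at 37 deg C. Yellow fluorescence (Ex 488/Em 500-530) reported blocked Vif-mediated A3F-eYFP degradation.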
# Vif-APOBEC3G blk – qHTS for Inhibitors of Vif-A3G Interactions: qHTS; 410,000 compounds, 0.076% hits; HeLa A3G-eYFP + Vif (tagged APOBEC3G with the HIV-1 protein that degrades it), YFP fluorescence, overnight; DNA dC->dU-editing enzyme APOBEC-3G (Homo sapiens), Q9HC16; Potency, µM (titrated, usually from 46.1 µM), without a hit: at the top dose activity, negative = active, hits mostly inhibitors;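 further: potency means the concentration at half of the fitted maximal effect; on the % scale 0 is the no-effect control and ±100 the full control effect; nearly all actives have a fitted effect of over 60% in size; hits raise eYFP signal because A3G escapes Vif-driven loss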
#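 Read-out is eYFP fluorescence (Ex 488/Em 500-530) from Vif-expressing HeLa A3G-eYFP cells; more signal means A3G escaped Vif-mediated degradation. Cells plated overnight, compound pinned in, incubated overnight at 37 deg C.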
# RXFP1 ag – qHTS Assay for Agonists of the Relaxin Receptor RXFP1; 370,000 compounds, 0.3% hits; Potency, µM (highest dose often 57.5 µM), inactives show top-dose activation, most hits filed as activators; Relaxin receptor 1 (Homo sapiens), Q9HBX9; HEK293T-RXFP1 cAMP TR-FRET, 30 min; response scale: percent of porcine relaxin response, buffer zero; further: potency means the concentration at half of the fitted maximal effect; on the % scale 0 is the no-effect control and ±100 the full control effect; nearly all actives have a fitted effect of over 60% in size; many of its hits are not listed in these tables
# Target sequence (Q9HBX9 whole entry, looked up): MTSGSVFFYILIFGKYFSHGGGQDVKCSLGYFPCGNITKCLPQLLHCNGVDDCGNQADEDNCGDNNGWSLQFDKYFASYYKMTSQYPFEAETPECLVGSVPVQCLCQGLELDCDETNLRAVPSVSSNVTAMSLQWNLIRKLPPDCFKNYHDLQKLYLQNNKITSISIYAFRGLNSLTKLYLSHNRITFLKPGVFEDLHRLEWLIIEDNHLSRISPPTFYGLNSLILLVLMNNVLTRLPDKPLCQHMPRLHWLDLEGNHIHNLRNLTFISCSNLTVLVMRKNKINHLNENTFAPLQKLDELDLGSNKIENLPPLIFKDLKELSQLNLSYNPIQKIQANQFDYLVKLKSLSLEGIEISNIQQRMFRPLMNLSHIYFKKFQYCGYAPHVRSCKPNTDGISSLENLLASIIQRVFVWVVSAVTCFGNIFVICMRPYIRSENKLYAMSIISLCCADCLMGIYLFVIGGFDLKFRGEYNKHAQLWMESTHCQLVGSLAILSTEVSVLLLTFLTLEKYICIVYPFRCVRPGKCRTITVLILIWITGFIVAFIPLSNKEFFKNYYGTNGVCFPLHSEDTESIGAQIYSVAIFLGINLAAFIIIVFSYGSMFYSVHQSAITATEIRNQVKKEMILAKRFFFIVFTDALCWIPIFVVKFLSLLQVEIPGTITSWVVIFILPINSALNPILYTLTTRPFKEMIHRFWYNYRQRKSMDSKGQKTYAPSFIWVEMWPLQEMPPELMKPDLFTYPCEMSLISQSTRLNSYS
#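 HEK293 cells stably expressing RXFP1, treated 30 min at 37C with compounds plus PDE4 inhibitor Ro 20174; cAMP measured by HTRF TR-FRET. Normalized to buffer and 29 nM porcine relaxin; EC50 by Hill fit.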
# D1 agonist – Allosteric Agonists of the Human D1 Dopamine Receptor: qHTS; D(1A) dopamine receptor (Homo sapiens), P21728; HEK293 T-REx D1 cells, calcium flux, agonist mode; activation, % at 2 µM; 360,000 compounds, 1% hits; AID 504660, 2011; in the data active means activation above about 30%; further: 0% is about no effect
#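 Agonism was scored from calcium flux recorded over 180 s (1 read/s) after pintool compound addition, following a 10-cycle baseline. Cells were inducible force-coupled HEK293 TREx D1, plated overnight at 30 C and loaded with no-wash calcium dye.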
# The depositor's hits bear a star; u = inconclusive; x = not tested or not shown; & = joins results of further samples. Unless noted, the call rests on the fitted dose curve; in most records, active means well fitted curve in the direction sought with a large enough effect; inconclusive means small, poorly fitted or top-dose-only effect, or another doubt; inactive means no such curve, though single readings can be large; an effect the other way counts as inactive or inconclusive. The list is partial; rates above refer to the full screens.
Molecule,D1 potentiator,D2 potentiator,D1 antagonist,Glioma ERSR ind,LDHA inh,Vif-A3F inh,Vif-APOBEC3G blk,RXFP1 ag,D1 agonist
O=C(CN1C(=O)NC2(CCOc3ccccc32)C1=O)Nc1ccc(F)c(F)c1F (configuration not stated),-2,3,9,-5%,3,-7%,0%,0.3%,2
CCSCCOC(=O)C1=C(C)NC2=C(C(=O)CCC2)C1c1coc2ccccc2c1=O (configuration not stated),-2,-2,1,-1%,0,-1%,-8%,26%,3
Cc1ccc(CNc2nc3c(S(=O)(=O)c4ccc(C)c(C)c4)nnn3c3ccc(Cl)cc23)cc1,-3,-2,-5,-3%,-7,0%,-2%,2.1%,2
COc1ccccc1CCNC(=O)c1cccn1-c1nnc(N2CCCC2)s1,-2,-1,5,-2%,-1,5%,-4%,0.9%,2
Nc1ccc(NC(=O)c2ccco2)c(Cl)c1,0,5,8,4%,0,1%,-6%,1.5%,0
COc1ccc(-c2cc(C(=O)Nc3ccc(C#N)cc3)no2)cc1,-1,-2,0,-2%,-9,-11%,0%,u,1
CC1CN(C(=O)c2ccc(CNS(=O)(=O)c3cccc(Cl)c3)cc2)CC(C)O1 (configuration not stated),-4,3,9,-5%,1,-5%,-2%,0.5%,4
COc1ccc(CN2CCNC(=O)C2CC(=O)N(C)Cc2nccn2C)cc1OC (configuration not stated),-6,3,-6,-3%,1,4%,-2%,0.1%,4
COC(=O)c1cc2c(ccn2-c2ccc(F)cc2)n1CC(=O)OC(C)C,-6,10,-4,-2%,-2,4%,0%,0.4%,8
COc1ccc(-c2csc(=Nc3ccccc3)n2CCO)cc1,-6,12,-23,4%,-10,u,-2%,3.7%,6
CCOc1ccc2nc(NC(=O)COC)sc2c1,-2,34*,-13,-8%,-5,-1%,-5%,0.6%,1
COc1ccc(C(=O)CSc2nnc(-c3ccoc3C)n2CC2CCCO2)cc1 (configuration not stated),-4,x,5,-2%,2,4%,0%,1.4%,-1
CC(C)c1cc(C(C)C)c(S(=O)(=O)N2CCNCC2)c(C(C)C)c1,x,x,x,-7%,-2,4%,-7%,x,x
CCC(C)c1ccccc1NC(=O)c1[nH]c(C)c(C(C)=O)c1C (configuration not stated),0,6,6,-2%,-11,-1%,0%,-0.1%,5
COc1ccc(-n2ncc3c2CC(C)(C)CC3NC(=O)Cc2nonc2C)cc1 (configuration not stated),-1,-5,3,-3%,-4,-8%,6%,2.7%,4

# Records listed so far that bear a hit mark in D2 potentiator.
compound,D1 potentiator,D2 potentiator,D1 antagonist,Glioma ERSR ind,Vif-APOBEC3G blk,D1 agonist
CCOc1ccc2nc(NC(=O)COC)sc2c1,-2,34*,-13,-8%,-5%,1

# Following part:
Molecule,D1 potentiator,D2 potentiator,D1 antagonist,Glioma ERSR ind,LDHA inh,Vif-A3F inh,Vif-APOBEC3G blk,RXFP1 ag,D1 agonist
COc1ccc(/C=N/NC(=O)c2cc(-c3cccnc3)nc3ccccc23)c(OC)c1,-2,3,-17,-8%,-9,3%,-3%,1.9%,2
CCCCNC(=O)CNC(=S)N(Cc1ccccc1)Cc1cccs1,-5,-6,14,-8%,-6,-4%,0%,0.3%,2
Cc1nnc(SCCCn2c(N3CCN(c4ccccc4)CC3)nc3c2c(=O)[nH]c(=O)n3C)s1,-2,3,-1,4%,-2,2%,0%,2.1%,-1
Cc1cccc(NC(=O)c2ccc3c(=O)n4c(nc3c2)CCCCC4)n1,-8,-2,-37*,-10%,-3,-2%,0%,2.8%,3
CC(C)c1ccc(C(C(=O)NC2CCCC2)N(C(=O)CNC(=O)c2ccco2)c2cccnc2)cc1 (configuration not stated),-3,-9,1,-5%,-10,-8%,1%,-0.1%,2
CCc1ccc(OCC(=O)NNC(=S)NC(=O)C2CCCCC2)c(Br)c1,17,9,10,13%,-9,6%,-3%,2.6%,2
Cc1ccc(NS(=O)(=O)c2ccc3c(c2)NC(=O)C(C)C(=O)N3)c(Cl)c1 (configuration not stated),-8,-3,-1,-3%,2,0%,0%,2.1%,3
NC(=O)C1CCCN(CC(O)COCc2ccc(Cl)cc2)C1 (configuration not stated),3,-1,-6,-5%,-13,u,0%,5.5%,5
CCN(CC)C(=O)Cn1c(=O)n(-c2ccccc2)c(=O)c2sccc21,-2,-7,21,0%,-7,1%,2%,0.3%,0
CCOC(=O)N1CCN(c2cc(=O)n(-c3cccc(Br)c3)c(=O)[nH]2)CC1,0,-5,0,-3%,-3,6%,-5%,1.0%,-2
Cc1ccc([C@@H]2C[C@H]3[C@@H](CN2S(=O)(=O)c2ccc(Cl)cc2)C(=O)C[C@@H](c2cccc4ccccc24)N3S(=O)(=O)c2ccc(C)cc2)cc1,x,x,x,-6%,-18,-8%,0%,x,x
CC(C)N(Cc1cnn(C)c1)Cc1nc(-c2ccc(Cl)cc2)no1,-2,11,-13,-5%,-6,-8%,0%,-3.2%,1
CCNc1c(NS(=O)(=O)c2ccc(Cl)s2)c(=O)oc2ccccc12,-4,12,-5,-1%,-4&-1,u,-3%,-1.1%,-3
Cc1ccc(NC(=O)CSc2n[nH]c(-c3ccncc3)n2)c(C)c1,-2,x,-7,-3%,-5,6%,4%,0.6%,1
O=C(Nc1ccccc1C(=O)O)c1ccc(Br)o1,1,8,0,3%,-5,3%,-10%,0.4%,1

# Arranged by count of non-hydrogen atoms (smallest number first): part of the list above.
Molecule,D1 potentiator,D2 potentiator,D1 antagonist,Glioma ERSR ind,LDHA inh,Vif-A3F inh,Vif-APOBEC3G blk,RXFP1 ag,D1 agonist
CCN(CC)C(=O)Cn1c(=O)n(-c2ccccc2)c(=O)c2sccc21,-2,-7,21,0%,-7,1%,2%,0.3%,0
CC(C)c1ccc(C(C(=O)NC2CCCC2)N(C(=O)CNC(=O)c2ccco2)c2cccnc2)cc1 (configuration not stated),-3,-9,1,-5%,-10,-8%,1%,-0.1%,2
Cc1ccc([C@@H]2C[C@H]3[C@@H](CN2S(=O)(=O)c2ccc(Cl)cc2)C(=O)C[C@@H](c2cccc4ccccc24)N3S(=O)(=O)c2ccc(C)cc2)cc1,x,x,x,-6%,-18,-8%,0%,x,x

# The list continues:
Structure | D1 potentiator | D2 potentiator | D1 antagonist | Glioma ERSR ind | LDHA inh | Vif-A3F inh | Vif-APOBEC3G blk | RXFP1 ag | D1 agonist
CC(=O)Nc1ccc(C(=O)OCCc2ccccc2)cc1 | -5 | -11 | 4 | 2% | 1 | 19% | 0% | -1.0% | -1
CCC(C)[C@H]1COCCS(=O)(=O)N1Cc1ccc(Cl)cc1Cl (some centres not stated) | -6 | 5 | -12 | -4%&1% | 4 | 2% | -8%&-8% | -1.2% | 4
O=C(CSc1nnc(Cc2ccccc2)o1)c1ccc(F)cc1 | -2 | -5 | 8 | -1% | 1 | 6% | u | -5.4% | 2
CC(C)NC(=O)Nc1ccc2c(c1)C(=O)N([C@H](C)CO)C[C@H](C)[C@@H](CN(C)C(=O)NC1CCCCC1)O2 | x | x | x | -4% | -1 | 2% | 3% | x | x
CCOC(=O)CNC(=O)N1CCCC(C(=O)c2cc(C)c(OC)c(C)c2)C1 (configuration not stated) | -7 | 4 | 57 | -1% | -8 | -31% | -6% | -0.2% | 0
Cc1cccc(NC(=O)Cn2c(=O)oc3cc(S(=O)(=O)N4CCCC4)ccc32)n1 | 0 | -1 | 12 | -6% | -10 | -9% | -4% | -0.6% | 2
CC(=O)N(C)c1ccc(N=Cc2cc3c(cc2[N+](=O)[O-])OCO3)cc1 | x | x | x | -1% | 19 | -8% | -2% | x | x
O=C(COC(=O)c1cncc(Br)c1)NCc1ccccc1Cl | 1 | 9 | -8 | -4% | -2 | -5% | 3% | 8.6% | 0
NC(=O)C1CCN(c2nc(-c3ccc4occc(=O)c4c3)cs2)CC1 | -6 | x | -18 | -2% | 2 | 0% | 1% | 0.6% | 5
COC(=O)c1ccc(CN2CCC(CO)(CCOc3ccccc3)CC2)cc1 | -2 | -25 | 2 | -2% | 0 | -18% | -14% | -0.3% | 12
CC1CCCC(NS(=O)(=O)c2cc3c(cc2Cl)NC(=O)CO3)C1C (configuration not stated) | -10 | 19 | -19 | -6% | 0 | 2% | -8% | 5.4% | 1
O=C(COC(=O)/C=C/c1ccc(S(=O)(=O)N2CCOCC2)cc1)NCc1ccccc1 | -2 | -3 | -3 | -3% | -7 | -4% | -8% | -0.1% | 1
CCOc1ccc(C(C(=O)NCCC(C)C)N(CCO)C(=O)c2snc(C(N)=O)c2N)cc1 (configuration not stated) | -1 | 5 | 10 | 2% | -15 | 10% | -8% | 5.1% | 0
COc1ccc(-n2c(SCCNCCO)nc3sc4c(c3c2=O)CCCC4)cc1 | -4 | 10 | 16 | -7% | 0 | -1% | 3% | 6.7% | 1
CCOC(=O)c1ccc(NS(=O)(=O)c2c(C)n[nH]c2C)cc1 | -4 | -4 | -29 | -1% | -2 | 4% | -1% | -0.1% | 1
Cc1ccc(S(=O)(=O)NCc2cccc([N+](=O)[O-])c2)cc1 | x | x | x | -2% | -3 | -8% | 0% | x | x
